Source: PubChem BioAssay (several laboratories)
CD11b adhes inh = blocks human CD11b/CD18 adhesion to fibrinogen; P05107+P11215; K562 CD11b/CD18 adhesion to fibrinogen, ATPlite luminescence; Mn2+ added to activate the integrin; inhibition, % at 10 µM; 0.54% of 93,000 active; AID 1497;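 active = primary inhibition of 50% or more at 10 µM, then 40% or more on retest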; also: some results filed as inactive read as strong as hits
Target sequence (P05107 whole entry, looked up, other chains not shown): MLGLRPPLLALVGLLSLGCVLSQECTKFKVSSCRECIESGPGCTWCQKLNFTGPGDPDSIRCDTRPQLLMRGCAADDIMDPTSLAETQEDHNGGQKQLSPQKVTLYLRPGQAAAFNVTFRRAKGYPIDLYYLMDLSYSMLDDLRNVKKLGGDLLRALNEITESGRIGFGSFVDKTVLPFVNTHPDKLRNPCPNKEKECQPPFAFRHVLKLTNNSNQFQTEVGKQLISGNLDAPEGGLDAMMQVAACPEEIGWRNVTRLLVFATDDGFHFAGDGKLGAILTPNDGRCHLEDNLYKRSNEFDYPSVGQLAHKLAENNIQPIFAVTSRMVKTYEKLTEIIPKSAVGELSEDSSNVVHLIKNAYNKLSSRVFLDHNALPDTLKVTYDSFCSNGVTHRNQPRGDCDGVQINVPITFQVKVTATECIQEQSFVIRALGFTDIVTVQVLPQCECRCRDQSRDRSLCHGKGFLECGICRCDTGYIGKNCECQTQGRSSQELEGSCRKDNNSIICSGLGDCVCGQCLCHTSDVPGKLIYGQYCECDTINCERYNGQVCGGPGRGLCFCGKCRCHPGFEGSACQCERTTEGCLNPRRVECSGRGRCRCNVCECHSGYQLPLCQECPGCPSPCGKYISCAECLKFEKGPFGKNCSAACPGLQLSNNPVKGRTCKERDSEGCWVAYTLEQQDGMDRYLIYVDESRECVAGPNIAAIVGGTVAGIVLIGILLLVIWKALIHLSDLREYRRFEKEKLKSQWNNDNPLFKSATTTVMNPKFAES
PLAP act = human PLAP activation | P05187 | purified PLAP enzyme, luminescent substrate read-out; stronger effect = higher value | activation fold at 20 µM | 1.2% of 96,000 active; in the data active = activation fold above about 2
sEH act = soluble epoxide hydrolase (human) activation | P34913 | purified human sEH enzymatic activity, activator screen | activation, % at 2 µM | 0.04% of 91,000 active; in the data active = activation above about 37%; also: values of inactives mirror those of a sister screen read the other way
PostGolgi yeast = growth inhibition of a yeast mutant, post-Golgi transport screen; AID 739; 0.9% of 98,000 active; inhibition, % at 10 µM; post-Golgi transport phenotypic cell assay;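 also: yeast cells grown in 1536-well plates; yeast grown about 18 h at 30C before absorbance read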
S1P2 ag = activates the human S1P2 receptor; activation, % at 4.5 µM; 0.46% of 97,000 active; O95136; S1P2-expressing cell line, agonist reporter read-out; in the data active = activation above about 16%;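 also: 0% = vehicle low control and 100% = maximal reference agonist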
Target sequence (O95136 whole entry, looked up): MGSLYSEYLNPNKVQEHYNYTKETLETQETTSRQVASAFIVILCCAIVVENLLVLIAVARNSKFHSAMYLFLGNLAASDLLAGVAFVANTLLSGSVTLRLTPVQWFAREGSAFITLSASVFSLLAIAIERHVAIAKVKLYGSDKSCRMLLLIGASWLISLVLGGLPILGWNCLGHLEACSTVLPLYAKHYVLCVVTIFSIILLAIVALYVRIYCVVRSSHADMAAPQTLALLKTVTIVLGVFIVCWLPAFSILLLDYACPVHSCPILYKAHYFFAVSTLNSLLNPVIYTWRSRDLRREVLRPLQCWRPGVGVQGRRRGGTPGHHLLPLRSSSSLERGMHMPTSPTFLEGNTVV
sEH inh = inhibitors of human soluble epoxide hydrolase; recombinant human sEH enzymatic activity assay; AID 707; inhibition, % at 2 µM; 0.34% of 91,000 active; P34913; in the data active = inhibition above about 80%; also: values of inactives mirror those of a sister screen read the other way; many of its hits are not listed in these tables
S1P2 blocker = antagonists of human S1P2 receptor; O95136; cell-based S1P2 antagonist assay, inhibition at 5 uM; inhibition, % at 5 µM; 0.21% of 97,000 active; in the data active = inhibition above about 45%;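 also: CRE beta-lactamase reporter cells expressing human S1P2 stimulated with S1P; 0% = agonist at EC80 alone and 100% = agonist plus reference antagonist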
PostGolgi ctrl = yeast control strain growth, post-Golgi counter-screen; efflux-deficient yeast background strain, growth absorbance A615, 16 h; inhibition, % at 10 µM; 5% of 98,000 active; AID 738
Ecoli WT expand = E. coli BW25113 growth inhibition, expanded screen. OD600 absorbance. 0.15% of 98,000 active. growth inhibition, % at 100 µM;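 active = growth inhibition above about 50% at one test dose, limit read from the data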;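 also: growth measured after 20 h incubation at 37 °C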
* marks the source's active call; other numbers are inactive results. Rule as the data show it, unless noted: active = inhibition above about 30%; inactive = the rest.

How did Cc1cc(C)c(S(=O)(=O)Nc2ccc(OCC(=O)O)cc2)c(C)c1 do in these assays?
CD11b adhes inh: 18; PLAP act: 1.1; sEH act: -13; PostGolgi yeast: 6; S1P2 ag: -3; sEH inh: 13; S1P2 blocker: 3; PostGolgi ctrl: 41*; Ecoli WT expand: 3

What do the screens show for `C=CCNC(=O)c1ccccc1S(=O)c1ccccc1C#N` (stereo not drawn)?
CD11b adhes inh: -10; PLAP act: 1.1; sEH act: 1; PostGolgi yeast: 2; S1P2 ag: -1; sEH inh: -2; S1P2 blocker: 26; PostGolgi ctrl: 7; Ecoli WT expand: -2

How did CCN(CC)S(=O)(=O)c1cccc(NC(=O)c2cc3ccccc3o2)c1 do in these assays?
CD11b adhes inh: 11; PLAP act: 0.8; sEH act: -71; PostGolgi yeast: 11; S1P2 ag: -8; sEH inh: 71; S1P2 blocker: 12; PostGolgi ctrl: 18; Ecoli WT expand: -14

What do the screens show for `Cc1c(C(=O)N2CCN(c3ccccc3)CC2)sc2ncnc(N3CCC(C)CC3)c12`?
CD11b adhes inh: 6; PLAP act: 1.5; sEH act: 3; PostGolgi yeast: 4; S1P2 ag: -6; sEH inh: 0; S1P2 blocker: -17; PostGolgi ctrl: 14; Ecoli WT expand: -14

Results for CCCOc1cccc(C2C(C(=O)c3ccco3)=C(O)C(=O)N2CCN(CC)CC)c1 (stereo not drawn) ?
CD11b adhes inh: -16; PLAP act: 1.6; PostGolgi yeast: -12; S1P2 ag: -2; S1P2 blocker: -6; PostGolgi ctrl: 5; Ecoli WT expand: 7

How did CCc1c(C)[nH]c(=S)c(C#N)c1C do in these assays?
CD11b adhes inh: -20; PLAP act: 1; sEH act: 4; PostGolgi yeast: 1; S1P2 ag: -5; sEH inh: -2; S1P2 blocker: -7; PostGolgi ctrl: -3; Ecoli WT expand: 1

How did Clc1cccc(CSc2nnc(-c3ccccn3)n2Cc2ccco2)c1 do in these assays?
CD11b adhes inh: -10; PLAP act: 1.6; sEH act: 4; PostGolgi yeast: 0; S1P2 ag: -1; sEH inh: -2; S1P2 blocker: -9; PostGolgi ctrl: 20; Ecoli WT expand: -6

What do the screens show for `CSC1=NC2C(N1)N(C)C(=O)N2C` (stereo not drawn)?
CD11b adhes inh: -8; PLAP act: 0.9; sEH act: 3; PostGolgi yeast: 3; S1P2 ag: -4; sEH inh: -9; S1P2 blocker: -5; PostGolgi ctrl: 5; Ecoli WT expand: -2

How did CCOC(=O)N1CCC(NC(=O)CC(NS(=O)(=O)c2ccc(Cl)cc2)c2ccco2)CC1 (stereo not drawn) do in these assays?
CD11b adhes inh: -19; PLAP act: 1.3; PostGolgi yeast: 17; PostGolgi ctrl: 8; Ecoli WT expand: -3

How did Cn1c(C(=O)NCCCN2CCOCC2)cc2c(=O)n(C)c3ccccc3c21 do in these assays?
CD11b adhes inh: -6; PLAP act: 1.8; PostGolgi yeast: 0; S1P2 ag: -4; S1P2 blocker: -2; PostGolgi ctrl: 8; Ecoli WT expand: 0

What do the screens show for `Cc1ccccc1CN(c1ccc(C(=O)N2CCCC2)cc1)S(C)(=O)=O`?
CD11b adhes inh: -47; PLAP act: 1.4; sEH act: 3; PostGolgi yeast: -4; S1P2 ag: -4; sEH inh: 0; S1P2 blocker: -3; PostGolgi ctrl: 4; Ecoli WT expand: 2

Results for N#Cc1nc(-c2ccccc2F)oc1N1CCCC1 ?
CD11b adhes inh: -23; PLAP act: 0.8; sEH act: 10; PostGolgi yeast: 22; S1P2 ag: -1; sEH inh: -10; S1P2 blocker: -18; PostGolgi ctrl: 6; Ecoli WT expand: -1

Results for CCCCN(CC)C(=O)Cc1c(C(=O)O)[nH]c2ccc(Cl)cc12 ?
CD11b adhes inh: 4; PLAP act: 1.1; sEH act: -67; PostGolgi yeast: 3; S1P2 ag: 0; sEH inh: 68; S1P2 blocker: -11; PostGolgi ctrl: 32*; Ecoli WT expand: -9

What do the screens show for `COc1ccc(C(=O)NCc2oc(-c3ccccc3)cc2C(=O)O)cc1`?
CD11b adhes inh: 4; PLAP act: 1.3; sEH act: -7; PostGolgi yeast: 2; S1P2 ag: 2; sEH inh: 8; S1P2 blocker: -15; PostGolgi ctrl: 10; Ecoli WT expand: -10

Results for Cc1sc2ncnc(SCC(=O)NC(=O)NCc3ccco3)c2c1C ?
CD11b adhes inh: -17; PLAP act: 1.3; sEH act: -9; S1P2 ag: -3; sEH inh: 11; S1P2 blocker: -18

Results for COc1ccccc1NC(=O)Cn1nnc(-c2ccccc2NC(=O)c2cc3ccccc3oc2=O)n1 ?
CD11b adhes inh: 3; PLAP act: 1.1; sEH act: 1; PostGolgi yeast: -6; S1P2 ag: -4; sEH inh: 0; S1P2 blocker: 28; PostGolgi ctrl: 4; Ecoli WT expand: -13

What do the screens show for `COc1ccc(N2CCn3c2nc2c3c(=O)n(CCc3ccccc3)c(=O)n2C)c(OC)c1`?
CD11b adhes inh: -5; PLAP act: 0.8; sEH act: -9; PostGolgi yeast: 1; S1P2 ag: -12; sEH inh: 8; S1P2 blocker: 5; PostGolgi ctrl: 4; Ecoli WT expand: -7

How did Cc1cccc(N2C(=O)CN=C2Nc2nc(C)cc(C)n2)c1 do in these assays?
CD11b adhes inh: 2; PLAP act: 2.6*; sEH act: -4; PostGolgi yeast: 15; S1P2 ag: -6; sEH inh: 1; S1P2 blocker: -5; PostGolgi ctrl: 3; Ecoli WT expand: 7

Results for CCn1c(/C=C/c2ccccc2)nc2ccccc21 ?
PLAP act: 0.9; sEH act: 11; PostGolgi yeast: 4; S1P2 ag: -6; sEH inh: -9; S1P2 blocker: 0; PostGolgi ctrl: 13; Ecoli WT expand: 27

Results for CCN(CC)CC(=O)Nc1nn(-c2ccccc2)nc1C(N)=O ?
PLAP act: 1.3; sEH act: 5; PostGolgi yeast: 29; S1P2 ag: -5; sEH inh: -5; S1P2 blocker: 5; PostGolgi ctrl: -2; Ecoli WT expand: -4

How did COc1cc(CN2CCN(c3cccc(C)c3C)CC2)cc(Br)c1O do in these assays?
CD11b adhes inh: -13; PLAP act: 1.3; PostGolgi yeast: -7; PostGolgi ctrl: -3; Ecoli WT expand: 2

Results for COCc1nnc(SCC(=O)NCc2ccccc2)n1-c1ccccc1 ?
CD11b adhes inh: 1; PLAP act: 0.9; sEH act: -2; PostGolgi yeast: 4; S1P2 ag: -5; sEH inh: 6; S1P2 blocker: -8; PostGolgi ctrl: 4; Ecoli WT expand: -1

Results for COc1cc(Cl)c(C)cc1NC(=O)COc1cc(C)nc(C(C)C)n1 ?
CD11b adhes inh: -7; PLAP act: 1.1; PostGolgi yeast: 9; PostGolgi ctrl: -1; Ecoli WT expand: 2

What do the screens show for `O=C(CN1C2=NCCN2c2ccccc21)c1ccc2c(c1)OCO2`?
CD11b adhes inh: -7; PLAP act: 1; sEH act: 7; PostGolgi yeast: -9; S1P2 ag: -10; sEH inh: -6; S1P2 blocker: -2; PostGolgi ctrl: 14; Ecoli WT expand: 2

Results for Cc1cc(Cl)c(S(=O)(=O)NCC2CCCO2)cc1OCC(N)=O (stereo not drawn) ?
CD11b adhes inh: 2; PLAP act: 0.9; sEH act: -6; PostGolgi yeast: 1; S1P2 ag: -5; sEH inh: 4; S1P2 blocker: -4; PostGolgi ctrl: 6; Ecoli WT expand: 6

How did CCNC(=O)COc1ccc(-c2ccccc2)cc1 do in these assays?
CD11b adhes inh: 23; PLAP act: 1.1; sEH act: 1; PostGolgi yeast: 4; S1P2 ag: -5; sEH inh: 0; S1P2 blocker: -11; PostGolgi ctrl: 14; Ecoli WT expand: -1

What do the screens show for `Cc1cc(C)c(Cn2c(=O)n(CCCC(=O)NCc3ccco3)c(=O)c3sccc32)c(C)c1`?
CD11b adhes inh: -10; PLAP act: 1; sEH act: -9; PostGolgi yeast: 24; S1P2 ag: -3; sEH inh: 7; S1P2 blocker: -8; PostGolgi ctrl: 9; Ecoli WT expand: 1

What do the screens show for `O=C(Nc1cccc(-c2nnc(-c3ccccc3)o2)c1)C1CCCCC1`?
sEH act: -14; S1P2 ag: -6; sEH inh: 16; S1P2 blocker: -6

What do the screens show for `Cc1ccc2cc(CN(CC3CCCO3)S(=O)(=O)c3c(C)ccc4nsnc34)c(=O)[nH]c2c1` (stereo not drawn)?
CD11b adhes inh: -8; PLAP act: 1; sEH act: -3; PostGolgi yeast: -1; S1P2 ag: -3; sEH inh: 1; S1P2 blocker: 4; PostGolgi ctrl: 5; Ecoli WT expand: 8

How did CSc1nsc(SCC(=O)N2CCCc3ccccc32)n1 do in these assays?
CD11b adhes inh: 13; PLAP act: 0.6; sEH act: 14; PostGolgi yeast: 1; S1P2 ag: -5; sEH inh: -12; S1P2 blocker: -7; PostGolgi ctrl: 11; Ecoli WT expand: -8

How did CCCCC(=O)Nc1ccc(Br)cn1 do in these assays?
CD11b adhes inh: -1; PLAP act: 0.9; sEH act: -10; PostGolgi yeast: 5; S1P2 ag: -7; sEH inh: 9; S1P2 blocker: -11; PostGolgi ctrl: 4; Ecoli WT expand: 13

What do the screens show for `CCOc1ccccc1NC(=S)NCc1ccco1`?
CD11b adhes inh: -30; PLAP act: 1; sEH act: -11; PostGolgi yeast: -3; S1P2 ag: -5; sEH inh: 11; S1P2 blocker: 0; PostGolgi ctrl: 6; Ecoli WT expand: 8

What do the screens show for `CC1CN(C(=O)c2nn(C)cc2[N+](=O)[O-])CC(C)O1` (stereo not drawn)?
CD11b adhes inh: -3; PLAP act: 0.9; sEH act: -20; PostGolgi yeast: 0; S1P2 ag: -3; sEH inh: 21; S1P2 blocker: 22; PostGolgi ctrl: -2; Ecoli WT expand: -4

How did Cn1c(=O)c2c(nc(Br)n2C)n(C)c1=O do in these assays?
CD11b adhes inh: -5; PLAP act: 0.9; sEH act: -11; PostGolgi yeast: -1; S1P2 ag: -2; sEH inh: 12; S1P2 blocker: 1; PostGolgi ctrl: 10; Ecoli WT expand: 1

Results for CC(C)(C)NCC1(CO)SC(N)=NC1=O (stereo not drawn) ?
CD11b adhes inh: 23; PLAP act: 1.1; sEH act: 6; PostGolgi yeast: -3; S1P2 ag: -5; sEH inh: -8; S1P2 blocker: -6; PostGolgi ctrl: 1; Ecoli WT expand: -3

Results for COc1ccc2nc(SCC(=O)N3CCNC3=O)[nH]c2c1 ?
CD11b adhes inh: 1; PLAP act: 0.9; sEH act: 1; PostGolgi yeast: 3; S1P2 ag: -7; sEH inh: 0; S1P2 blocker: -10; PostGolgi ctrl: 1; Ecoli WT expand: 3

Results for O=C1c2oc3ccccc3c(=O)c2C(c2cccc(F)c2)N1CCCO (stereo not drawn) ?
CD11b adhes inh: 3; PLAP act: 1; sEH act: -20; PostGolgi yeast: 0; S1P2 ag: 0; sEH inh: 20; S1P2 blocker: 10; PostGolgi ctrl: 4; Ecoli WT expand: 2

Results for O=C(c1ccccc1)N(Cc1ccc(F)cc1)Cc1nc2ccccc2c(=O)[nH]1 ?
sEH act: -2; S1P2 ag: -3; sEH inh: 8; S1P2 blocker: 5

What do the screens show for `O=c1cc[nH]c2cc(C(F)(F)F)ccc12`?
PLAP act: 0.8; sEH act: 13; PostGolgi yeast: -6; S1P2 ag: -5; sEH inh: -14; S1P2 blocker: -7; PostGolgi ctrl: 23; Ecoli WT expand: 8

Results for Cc1ccc(N(CC(=O)N2CCN(C3CCCCC3)CC2)S(=O)(=O)c2cccnc2)cc1 ?
CD11b adhes inh: 12; PLAP act: 1.5; sEH act: -1; PostGolgi yeast: -11; S1P2 ag: -1; sEH inh: 1; S1P2 blocker: 25; PostGolgi ctrl: -8; Ecoli WT expand: 6

Grouped by structure, the entries above with a thiophene ring, fused or not
What do the screens show for `Cc1c(C(=O)N2CCN(c3ccccc3)CC2)sc2ncnc(N3CCC(C)CC3)c12`?
CD11b adhes inh: 6; PLAP act: 1.5; sEH act: 3; PostGolgi yeast: 4; S1P2 ag: -6; sEH inh: 0; S1P2 blocker: -17; PostGolgi ctrl: 14; Ecoli WT expand: -14

Results for Cc1sc2ncnc(SCC(=O)NC(=O)NCc3ccco3)c2c1C ?
CD11b adhes inh: -17; PLAP act: 1.3; sEH act: -9; S1P2 ag: -3; sEH inh: 11; S1P2 blocker: -18

What do the screens show for `Cc1cc(C)c(Cn2c(=O)n(CCCC(=O)NCc3ccco3)c(=O)c3sccc32)c(C)c1`?
CD11b adhes inh: -10; PLAP act: 1; sEH act: -9; PostGolgi yeast: 24; S1P2 ag: -3; sEH inh: 7; S1P2 blocker: -8; PostGolgi ctrl: 9; Ecoli WT expand: 1
